DENV2 CPE rescue: DENV2-induced cell death inhibition | DENV2-infected cells, cytopathic effect rescue, plate reader | CPE inhibition, % at 9.99 µM | hit rate 1.7% among 350,000; in the data active = CPE inhibition above about 20%, passing the limit was not always enough; inconclusive = no clear call, values can overlap the other calls; tested in BHK-21 cells;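 note: 0% = median of neutral control wells and 100% = median of positive control wells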
Xi reactivation: X-chromosome reactivation activator. XiGFP mouse fibroblasts, % GFP-positive cells imaging, 3 d; cells co-treated with 5-aza-dC sensitizer; scaled so ellipticine positive control = 100%. activation, % at 7.58 µM. hit rate 0.055% among 360,000. AID 743238;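 active = mean normalized replicate activation at least 10% and every replicate at or above 10%; inconclusive = only one of the two criteria met; inactive = mean below 10% and not all replicates reach 10%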;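 note: 0% = median of on-plate neutral control wells and 100% = ellipticine 6 µM median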
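System: XiGFP fibroblasts, SV40-immortalized. Medium: DMEM plus 5-aza-dC sensitizer. Doses: single point. Timing: 3 d treatment, 15 min room-temperature fixation. Control set: ellipticine 6 µM.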
INS-1E GSIS act: primary screen for activators of insulin secretion dependent on glucose, INS-1E cells, GLuc reporter luminescence; INS-1E GLuc reporter insulin secretion, 2-3 h; activation, % at 16.6 µM; hit rate 0.61% among 370,000;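 active = lowest replicate activation of at least 40%, so every replicate reaches that level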;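 note: 0% = median of neutral control wells and 100% = median of IBMX positive control wells; some compounds called inactive have numbers as strong as hits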
ARNT-TACC3 inh: disruptors of human ARNT/TACC3 interaction; hit rate 0.66% among 390,000; AlphaScreen His-ARNT PAS-B/GST-TACC3 binding, luminescence; TACC3 fragment carries E629A point mutation; Q9Y6A5; inhibition, % at 9.99 µM; AID 623870;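 active = mean inhibition of replicates at least 50% and at least half of replicates each reaching 50%; inconclusive = half or more replicates reach 50% but mean below 50%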;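 note: 0% = complete ARNT plus TACC3 wells and 100% = ARNT alone without TACC3; many hits fall short of the cut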
EWS-Fli inh: EWS/Fli transcriptional activity inhibition; hit rate 0.67% among 350,000; A673 NR0B1-luciferase reporter, viability-normalised; AID 651661; inhibition, % at 12.6 µM;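 active = mean inhibition of at least 50% after viability correction, with every replicate also passing that limit; inconclusive = mean reaches 50% but only one of two replicates passes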;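 note: firefly luciferase signal divided by Alamar Blue viability fluorescence both relative to DMSO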
PAX8 reporter: PAX8 transcriptional activity inhibition | RMG-I TPO-luciferase reporter, SteadyGlo, 24 h | inhibition, % at 12.6 µM | hit rate 1.2% among 360,000 | AID 652154;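 active = mean replicate inhibition at least 60% with every replicate also reaching 60%; inconclusive = only one of the two criteria is met; inactive = mean below 60% and not all replicates reaching 60%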;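 note: luciferase light reporting Pax8 driven TPO promoter activity; plate controls were median of neutral control wells for no effect and mitoxantrone controls for full effect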
ERp5 inh: ERp5 (human) disulfide isomerase inhibition; Q15084; ERp5 insulin aggregation, absorbance 650 nm, 90 min; inhibition, % at 9.99 µM; hit rate 0.05% among 350,000; AID 651711;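 active = mean replicate inhibition above about 25%, with every replicate also reaching it, limit read from the data, passing the limit was not always enough; inconclusive = only one of those two criteria met; inactive = neither criterion met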
Target sequence (Q15084 whole entry, looked up): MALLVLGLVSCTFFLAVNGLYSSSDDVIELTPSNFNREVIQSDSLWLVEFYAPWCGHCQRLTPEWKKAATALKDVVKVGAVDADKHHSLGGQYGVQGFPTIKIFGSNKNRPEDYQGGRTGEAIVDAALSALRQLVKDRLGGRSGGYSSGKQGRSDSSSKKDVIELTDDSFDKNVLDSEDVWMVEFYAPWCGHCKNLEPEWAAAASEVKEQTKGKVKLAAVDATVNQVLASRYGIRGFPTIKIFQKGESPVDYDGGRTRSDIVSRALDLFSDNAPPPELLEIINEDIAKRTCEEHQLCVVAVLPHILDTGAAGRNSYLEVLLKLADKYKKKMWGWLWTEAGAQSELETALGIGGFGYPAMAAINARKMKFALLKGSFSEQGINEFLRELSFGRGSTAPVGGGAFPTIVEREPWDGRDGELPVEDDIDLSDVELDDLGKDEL
F508del corr: CFTR F508del correction in bronchial cells; CFBE cells, YFP halide quenching; stimulated with forskolin plus potentiator P3; % fluorescence drop versus neutral controls; activity (quench increase), % at 7.58 µM; hit rate 0.36% among 350,000;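 active = mean added fluorescence quench of at least 8% versus neutral control, with both replicates also reaching 8%; inconclusive = only one of the mean or replicate conditions met; inactive = mean below 8% and not both replicates reaching 8%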;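 note: cells transiently co-express mutant CFTR-F508del with the halide-sensitive YFP; corrector assay measuring rescue of mutant channel to the surface after 24 h compound exposure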
* marks the source's active call; other numbers are inactive results; ? = inconclusive; . = not tested or not shown.

SMILES	DENV2 CPE rescue	Xi reactivation	INS-1E GSIS act	ARNT-TACC3 inh	EWS-Fli inh	PAX8 reporter	ERp5 inh	F508del corr
O=C(CSc1ccc(-c2ccco2)nn1)NCc1ccc(F)cc1	.	0.2	23.7	0.4	.	4.6	.	.
CC(C)C#Cc1ccc([C@H]2[C@H](CO)N3CCCCN(C(=O)c4ccc(F)cc4)C[C@@H]23)cc1	10.5	-0.1	-18.1	32.4	5.8	16.8	-1.0	-0.4
COc1ccc2c(c1OC)C(=O)OC2	?	.	.	0.2	-4.4	.	3.0	-2.9
COc1ccc(NC(=O)Nc2ccc3c(c2)C(=O)N([C@H](C)CO)C[C@H](C)[C@H](CN(C)S(=O)(=O)c2ccc(Cl)cc2)OCCCC[C@@H](C)O3)cc1	?	0.3	34.9	-4.6	0.9	6.1	-0.6	-0.4
CCc1c(C(=O)Nc2ccccc2C(N)=O)csc1C	-8.0	0.1	2.8	.	-53.6	-59.7	-6.3	4.2
O=C(N/N=C\c1ccc(F)cc1)c1ccc(F)cc1	.	-0.8	0.5	0.7	-36.3	-76.2	2.5	-1.4
OC(COc1cc(Cl)c(Cl)cc1Cl)CN1CCN(c2ncccn2)CC1 (stereo not drawn)	.	0.0	-11.8	1.8	.	20.0	.	.
COc1cc(CN2CCCC(CCC(=O)NCc3ccc(C)o3)C2)cc2c1OCO2 (stereo not drawn)	0.5	0.1	-21.6	18.0	9.4	7.9	1.8	0.9
Clc1ccc(-c2cc(-c3ccccn3)on2)c(Cl)c1	-3.3	0.0	9.9	-3.3	47.1	-4.7	5.2	3.1
Nc1ncnc2c1ncn2[C@@H]1O[C@H](C(=O)N[C@@H](CO)Cc2ccccc2)[C@@H](O)[C@H]1O	4.8	0.2	8.4	.	-2.8	-4.7	3.8	0.2
Cc1ccc(S(=O)(=O)NCC[C@@H]2CC[C@H](NC(=O)c3cnccn3)[C@@H](CO)O2)cc1	?	-0.1	-2.9	-9.8	-1.8	22.0	-2.6	-0.2
O=C(CC(c1ccccc1)c1cc(Br)ccc1O)NCCCN1CCOCC1 (stereo not drawn)	-1.0	0.1	-4.5	-1.0	14.5	0.7	-4.4	0.6
O=C(C[C@@H]1C[C@H]2c3cc(NS(=O)(=O)c4ccc(F)cc4)ccc3O[C@H]2[C@H](CO)O1)NCc1ccccc1	-8.7	0.4	-19.6	-2.0	-2.1	47.6	-6.0	-3.5
COCC#Cc1cnc2c(c1)C(=O)N([C@@H](C)CO)C[C@@H](C)[C@H](CN(C)C(=O)c1cccnc1)O2	-8.2	-0.5	1.1	-1.7	-6.9	.	1.7	0.1
CCOC(=O)N1CCN(c2c(NCC3CCCO3)c(=O)c2=O)CC1 (stereo not drawn)	-3.0	0.0	8.1	3.7	4.9	-11.6	0.5	-3.1
COc1ccc(COc2ccc3ccc(=O)oc3c2)cc1	1.1	0.1	0.5	-10.1	-81.4	-284.9	-0.3	-0.6
COc1ccc(CNC(=O)CC2C[C@H](C(=O)N3CCCCC3)[C@@]3(C)c4[nH]c5ccccc5c4CCN3C2=O)cc1OC (stereo partly drawn)	0.3	0.0	-12.2	1.6	1.8	5.8	0.5	-3.1
CC(C)NC(=O)Nc1ccc2c(c1)C(=O)N([C@H](C)CO)C[C@@H](C)[C@@H](CN(C)C(=O)CCCN(C)C)OCCCC[C@@H](C)O2	1.1	0.3	78.6	-4.5	.	-8.1	-0.2	-1.4
O=C(Nc1ccc(S(=O)(=O)NC2=NCCCCC2)cc1)c1ccc(Cl)c([N+](=O)[O-])c1	?	0.0	-10.8	.	27.0	14.8	7.2	3.9
COc1ccc(C(=O)NCc2ccc3c(c2)OCO3)cc1S(=O)(=O)N(C)Cc1ccccc1	.	0.0	-32.5	-3.2	.	3.5	.	.
O=C(C[C@H]1C=C[C@H](NS(=O)(=O)c2ccccc2)[C@@H](CO)O1)N1CCN(c2ccccc2)CC1	4.0	-0.2	7.8	.	-4.4	8.6	0.2	-0.8
Cc1c(NC(=O)C2CCCCC2)cc(C(=O)N2CCOCC2)cc1[N+](=O)[O-]	0.6	0.1	4.0	3.2	-0.5	-0.2	4.6	2.0
O=C(NCCCn1ccnc1)/C(=C\c1ccc(Br)cc1)NC(=O)c1ccccc1F	-5.8	-0.1	.	11.7	-8.7	.	1.0	-0.9
COc1cc(NC(=S)NCCCN(C)C)c(OC)cc1NC(=O)c1ccco1	3.4	-0.3	-14.2	6.6	-9.4	-1.2	2.3	3.7
Cc1ccc(NC(=O)Cn2cccc2C2=NC(c3ccccc3)CO2)c(C)c1 (stereo not drawn)	.	0.1	-3.9	-5.4	.	-1.2	.	.
(further entries)
SMILES	DENV2 CPE rescue	Xi reactivation	INS-1E GSIS act	ARNT-TACC3 inh	EWS-Fli inh	PAX8 reporter	ERp5 inh	F508del corr
CCC(=O)Nc1ccc2c(c1)C(=O)N(C)[C@@H]1CC[C@H](CC(=O)N[C@H](C)c3ccccc3)O[C@H]1CO2	12.8	0.0	-4.1	-3.8	3.3	0.6	-0.9	0.6
N=c1c2ccccc2nnn1-c1ccc(C(F)(F)F)cc1	7.7	0.0	8.7	-1.4	-76.5	-34.1	4.5	0.2
COc1ccc(S(=O)(=O)Nc2ccc3c(c2)CC(=O)N([C@@H](C)CO)C[C@H](C)[C@@H](CN(C)S(C)(=O)=O)O3)cc1	1.7	0.0	13.6	-7.2	-9.0	6.0	3.9	-1.8
C=C1SC(=Nc2c(C)cc(C)cc2C)N(C(=O)c2sc3ccccc3c2Cl)C12CCCCC2	-7.8	0.2	-2.0	-6.3	3.0	5.4	1.0	0.0
C[C@@H]1CCCCO[C@@H](CN(C)CC2CCCCC2)[C@H](C)CN([C@@H](C)CO)C(=O)c2cc(NC(=O)c3ccccc3)ccc2O1	-4.1	0.1	-4.1	-5.9	-1.1	0.7	0.4	0.5
CNC[C@@H]1Oc2ccc(NC(=O)NC(C)C)cc2C(=O)N([C@@H](C)CO)C[C@@H]1C	-12.2	0.5	4.2	-5.0	2.5	-13.9	0.1	0.6
C[C@H](CO)N1C[C@H](C)[C@@H](CN(C)Cc2ccncc2)Oc2ncc(/C=C/c3ccccc3)cc2C1=O	0.9	0.2	-25.1	3.2	2.0	.	-4.1	1.3
C/C(=N/NS(=O)(=O)c1ccc(C)c(C)c1)c1ccncc1	4.8	0.0	-4.8	-3.9	0.4	-47.0	2.3	-0.8
COC(=O)c1ccc(C(=O)NC2CCCc3c2cnn3-c2cc(F)cc(F)c2)nc1 (stereo not drawn)	12.0	0.3	-16.5	-8.0	52.8*	-6.4	0.3	9.6*
CCCc1nnc(NC(=O)CC(C)c2ccccc2)s1 (stereo not drawn)	-0.6	0.1	0.3	-8.9	-3.8	-1.0	-2.5	-0.5
COc1ccc(C)cc1S(=O)(=O)N(C)CC(=O)Nc1ccc2c(c1)OCO2	-2.0	.	6.1	1.9	3.0	.	-1.8	3.7
O=C(CCSCCC(=O)NCc1ccc(F)cc1)NCc1ccc(F)cc1	.	0.0	-27.0	-0.9	.	-3.4	.	.
O=C(c1ccc(-c2ccccc2)cc1)C1CCCN(C(=O)c2ccncc2)C1 (stereo not drawn)	4.5	0.0	-17.2	7.4	7.6	2.6	4.4	1.0
CCOc1ccc(NS(=O)(=O)c2coc(C(N)=O)c2)cc1	-1.9	0.3	-4.4	-7.5	-7.0	0.0	2.1	1.2
O=S(=O)(c1ccc2ccccc2c1)n1cccn1	0.7	0.1	26.1	-5.4	1.2	-0.6	3.1	5.3
CCC1C(=O)N=C(SCC(=O)Nc2ccc(S(N)(=O)=O)cc2)NC1=O (stereo not drawn)	1.0	0.1	3.5	-11.0	4.4	-1.5	-2.5	1.9
O=S(=O)(NCCCCCCNS(=O)(=O)c1c(F)cccc1F)c1ccc2c(c1)OCCO2	-3.3	-0.1	-9.7	-3.7	14.5	4.3	-4.4	-0.6
CN1c2ccc(C#Cc3cccnc3)cc2[C@@H]2[C@@H](CCN2C(=O)C2CCC2)[C@@H]1CO	-5.2	0.0	-26.8	.	-33.6	21.6	-1.0	3.2
CCN(CC(=O)Nc1ccc(OC)cc1)C(=O)c1cc(S(=O)(=O)N2CCOCC2)ccc1N1CCCC1	-7.3	0.0	-7.4	2.8	14.3	69.1*	-13.8	-6.0
Cc1ccc(S(=O)(=O)N2CC=C(C(=O)NCCC(C)C)CC2)cc1	8.1	0.0	-21.0	-1.9	2.8	0.4	-4.7	-3.5
Cc1ccc(-c2ccc3c(c2)O[C@H](CN(C)C(=O)C2CC2)[C@@H](C)CN([C@H](C)CO)S3(=O)=O)cc1	6.7	0.3	-19.5	0.2	-21.9	.	5.5	-0.9
C[C@H](CO)N1C[C@H](C)[C@H](CN(C)Cc2ccncc2)Oc2ncc(C#CC(C)(C)O)cc2C1=O	2.8	-0.3	34.0	-5.5	-3.5	.	-4.8	-0.4
O=C(NCC[C@H]1CC[C@@H](NS(=O)(=O)Cc2ccccc2)[C@@H](CO)O1)C1CCCC1	-8.4	0.1	8.2	-7.1	3.6	-9.9	0.8	1.7
Cc1cc(C(=O)Nc2c(F)cc(F)cc2Br)n(-c2ccccc2)n1	-1.6	0.0	21.7	-8.3	0.6	7.2	-0.8	0.8
COc1ccccc1CC(=O)NN1C(=O)NC2(CCC(C)CC2)C1=O (stereo not drawn)	-1.2	-0.1	8.2	-7.8	0.3	1.6	-0.5	-1.5

2 compounds from above, reduced to ARNT-TACC3 inh, F508del corr and INS-1E GSIS act.
SMILES,ARNT-TACC3 inh,F508del corr,INS-1E GSIS act
C=C1SC(=Nc2c(C)cc(C)cc2C)N(C(=O)c2sc3ccccc3c2Cl)C12CCCCC2,-6.3,0.0,-2.0
N=c1c2ccccc2nnn1-c1ccc(C(F)(F)F)cc1,-1.4,0.2,8.7

New compounds follow:
SMILES	DENV2 CPE rescue	Xi reactivation	INS-1E GSIS act	ARNT-TACC3 inh	EWS-Fli inh	PAX8 reporter	ERp5 inh	F508del corr
O=C(C[C@@H]1C=C[C@H](NC(=O)Nc2ccc3c(c2)OCO3)[C@@H](CO)O1)NCc1ccc2c(c1)OCO2	17.5	0.5	10.3	2.6	-5.5	-7.2	11.9	-3.0
Cc1nc2ccccc2c2oc(C(=O)NCc3ccccn3)cc12	-4.9	.	4.0	5.7	0.6	.	-1.3	0.8
Nc1ncnc2c1ncn2[C@@H]1O[C@H](CNC(=O)[C@H]2CCC(=O)N2)[C@@H](O)[C@H]1O	-7.0	-0.1	17.7	1.3	-6.6	11.0	1.7	1.9
CC=Cc1ccc2n(c1=O)C[C@@H]1[C@@H](CO)[C@H](C(=O)N[C@@H](C)c3ccccc3)[C@H]2N1CC (mixture of isomers)	9.6	0.1	13.1	-7.4	-12.6	.	-9.5	.
CN(C(=O)COC(=O)c1ccc(Cl)c(N)c1)c1ccccc1	-6.3	0.0	6.0	0.4	-2.4	4.0	-1.9	2.2
COc1cccc(C(=O)Nc2nnc(-c3ccc(F)cc3)o2)c1	-14.1	0.5	4.3	16.6	8.3	-13.1	3.9	-1.6
Cn1c(N)c(S(=O)(=O)N2CCN(C(=O)c3ccco3)CC2)c(=O)n(C)c1=O	-3.2	0.0	22.4	-0.6	8.9	-14.7	8.8	0.5
CC(=O)OCC(=O)[C@@]1(OC(C)=O)[C@@H](C)C[C@H]2[C@@H]3C[C@H](F)C4=CC(=O)C=C[C@]4(C)[C@@]3(F)[C@@H](O)C[C@@]21C	-2.0	0.0	.	0.9	4.0	11.7	2.9	4.7
CC(=O)C[C@H](O)CC(=O)[C@H]1OC(=O)CCCCCCCCc2ccccc21	0.5	-0.2	-3.1	-2.1	-6.1	-9.3	11.1	-0.7

From PubChem

Rows are unselected. Share with any hit: about 4.2%.
